# GPR151 ag = human GPR151 activation | PathHunter beta-arrestin GPR151 cells, luminescence | activation, % at 11.2 µM | 650,000 tested, 1% active; in the data active = activation above about 4.9%;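 note: 0% = median of compound wells and 100% = cells with positive control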
# Target sequence (Q8TDV0 whole entry, looked up): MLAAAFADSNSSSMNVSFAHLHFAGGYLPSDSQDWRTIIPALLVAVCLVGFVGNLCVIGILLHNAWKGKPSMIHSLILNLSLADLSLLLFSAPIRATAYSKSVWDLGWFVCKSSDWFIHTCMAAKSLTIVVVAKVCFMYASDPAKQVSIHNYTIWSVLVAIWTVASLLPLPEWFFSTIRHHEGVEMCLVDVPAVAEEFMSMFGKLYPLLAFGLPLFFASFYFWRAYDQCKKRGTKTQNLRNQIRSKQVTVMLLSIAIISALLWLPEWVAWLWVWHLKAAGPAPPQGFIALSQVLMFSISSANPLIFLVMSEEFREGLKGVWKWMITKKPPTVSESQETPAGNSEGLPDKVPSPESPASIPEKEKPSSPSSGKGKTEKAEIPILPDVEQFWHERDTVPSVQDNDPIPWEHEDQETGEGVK
# TEAD-YAP inh = TEAD-YAP interaction inhibition | HEK-TIYL cells, TEAD-Gal4/YAP UAS-luciferase luminescence | inhibition, % at 9.12 µM | 640,000 tested, 1.4% active; in the data active = inhibition above about 32%;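 note: 0% = median of test compound wells and 100% = reference inhibitor wells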
# MITF inh = human MITF inhibition, primary screen | 650,000 tested, 0.91% active | AID 1259374 | O75030 | inhibition, % at 2.6 µM | AlphaScreen MITF homodimerization, bead proximity signal; in the data active = inhibition above about 50%;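 note: 0% = vehicle wells with protein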
# Target sequence (O75030 whole entry, looked up): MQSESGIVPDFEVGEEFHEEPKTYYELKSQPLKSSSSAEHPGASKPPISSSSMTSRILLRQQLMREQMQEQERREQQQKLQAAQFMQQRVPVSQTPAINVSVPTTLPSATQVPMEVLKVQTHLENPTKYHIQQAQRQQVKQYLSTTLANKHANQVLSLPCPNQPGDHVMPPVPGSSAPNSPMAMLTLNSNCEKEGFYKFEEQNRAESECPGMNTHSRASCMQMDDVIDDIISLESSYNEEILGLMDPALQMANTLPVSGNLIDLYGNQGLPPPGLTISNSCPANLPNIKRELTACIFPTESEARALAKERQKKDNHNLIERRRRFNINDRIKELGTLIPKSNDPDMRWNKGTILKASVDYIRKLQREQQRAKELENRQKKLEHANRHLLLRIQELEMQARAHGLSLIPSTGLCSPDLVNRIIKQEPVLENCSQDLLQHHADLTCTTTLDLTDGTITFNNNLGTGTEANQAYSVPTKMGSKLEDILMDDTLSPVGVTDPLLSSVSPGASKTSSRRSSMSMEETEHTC
# FBW7 act = human FBW7 E3 ligase activation, primary screen. 650,000 tested, 0.13% active. Q969H0. AID 1259310. AlphaScreen FBW7–phospho-cyclin E peptide binding, activator screen. normalized activity (activation), % at 26.1 µM; in the data active = normalized activity above about 1.9%;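 note: purified mutant Fbw7 with reduced substrate affinity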
# * marks the source's active call; other numbers are inactive results.
SMILES,GPR151 ag,TEAD-YAP inh,MITF inh,FBW7 act
CCc1nc(C(N)=O)c2[nH]c(=O)n(-c3ccccc3OC)c2n1,1.7,-3.9,-3.5,-0.2
Cc1ccccc1-n1nc2c(c1NC(=O)c1ccc3c(c1)OCO3)CS(=O)(=O)C2,-0.2,-2.5,4.2,-0.1
CC1C2c3ccccc3C(c3ccccc32)C1C(=O)Nc1ccccc1Cl (stereo unspecified),-0.5,7.0,11.3,0.1
O=C(Cc1ccc(-c2ccccc2)cc1)Oc1coc(CSc2ncccn2)cc1=O,-2.2,-1.0,8.0,0.0
CNC(=O)c1ccccc1NC(=O)C1CC(=O)N(c2ccc(OC)cc2)C1 (stereo unspecified),-0.8,0.2,-4.0,0.1
CCOC(=O)C1=CN(Cc2ccc(Cl)cc2)C=C(C(=O)OCC)C1c1cccc(OCc2ccccc2)c1,0.2,5.5,-12.5,0.2
COc1ccc(-c2ccc(NC(=O)c3ccccc3F)cc2)nn1,-9.3,-4.4,-3.8,-0.1
COc1cc(/C=N/NC(=O)CC2(C)OCCO2)cc(Br)c1O,-0.5,-16.0,-5.1,0.2
Cn1cccc1CC(=O)N/N=C\c1ccc(Cl)cc1,1.6,-7.5,12.2,0.7
COC(=O)c1c(OC2CCCC2)cc(=O)n2c1CCN(C(=O)C1CCOC1)CC2 (stereo unspecified),-0.4,3.8,18.4,0.0
COc1ccc(NC(C)=O)cc1NC(=O)CSc1nnc(-c2ccccc2)n1N,0.7,6.8,28.7,0.6
CN1CSC2=C(C#N)C(c3ccc(Br)cc3)CC(=O)N2C1 (stereo unspecified),0.5,-2.7,-4.1,0.0
O=C(Nc1nc(CCC(=O)N2CCCCCC2)cs1)NC1CCCCC1,1.9,40.8*,-1.8,0.1
N#CCCNNC(=O)c1cccc(Br)c1,-0.7,-9.3,8.2,0.3
CCc1ccc(CN2CCN(S(=O)(=O)c3ccccc3)CC2)cc1,-1.2,0.9,55.2*,0.4
O=C(O)c1c(-c2ccccc2)nnc2ccccc12,-0.2,-0.2,7.2,-0.1
Cc1ccc(CNC(=O)Cn2nnc(-c3ccc(CN4CCCCC4)cc3)n2)cc1,-2.0,0.7,10.8,0.1
COC(=O)c1[nH]c2ccc(Br)cc2c1NC(=O)CN(C)C,2.1,-7.7,-0.6,-0.2
Cc1cc(NC2CCN(Cc3ccccc3)CC2)nc(-c2c(C)nn(C)c2C)n1,-0.4,-6.7,3.8,0.2
COc1ccc(NC(=O)c2cc(S(=O)(=O)N3CCN(c4ccc(C)cc4)C(C)C3)ccc2F)cc1 (stereo unspecified),2.4,10.3,-13.2,-0.1
Cc1nn(C)c(C)c1-c1ncc(C(=O)Nc2ccccc2)s1,5.7*,-30.0,1.7,0.0
O=C(Nc1ccc(N2CCOCC2)cc1)c1csc(Br)n1,-10.3,51.9*,18.6,0.1
COc1cc(OC)c2c(C)cc(N3CCC(C)CC3)nc2c1,0.4,2.5,-5.4,0.0
NS(=O)(=O)c1ccc(CCNC(=O)CCCCCn2c(=S)[nH]c3ccsc3c2=O)cc1,1.0,6.5,8.9,-0.1
COC(CNC(=O)c1cc(Sc2ccc(C)cc2)nc2ccccc12)OC,-0.6,4.6,5.5,-0.1

# Of the compounds above, 2 have fluorine:
SMILES,GPR151 ag,TEAD-YAP inh,MITF inh,FBW7 act
COc1ccc(-c2ccc(NC(=O)c3ccccc3F)cc2)nn1,-9.3,-4.4,-3.8,-0.1
COc1ccc(NC(=O)c2cc(S(=O)(=O)N3CCN(c4ccc(C)cc4)C(C)C3)ccc2F)cc1 (stereo unspecified),2.4,10.3,-13.2,-0.1

# Additional structures
SMILES,GPR151 ag,TEAD-YAP inh,MITF inh,FBW7 act
O=Cc1ccc(OC(=O)Nc2ccccc2)cc1,-2.8,-48.8,-3.3,-0.5
CCCCCn1c(SCC(=O)OCC)nc2cc(C(=O)NCCC3=CCCCC3)ccc2c1=O,-0.4,-9.3,21.7,0.2
COc1cccc2cc(C(=O)N3CCN(c4ccc(C)cc4)CC3)c(=O)oc12,0.5,-6.3,13.2,0.0
Cn1c(=O)c(C(=O)Nc2cc([N+](=O)[O-])ccc2O)c(O)c2ccccc21,0.8,4.5,-4.3,0.0
Cc1cc(C)[n+](-c2ccc(F)cc2)c2[nH]c(=O)[nH]c(=O)c12,-0.8,5.4,0.7,0.4
Oc1c(/C=C2\C=Nc3ccccc32)sc(=S)n1-c1cccnc1,-0.1,-30.6,2.8,-0.2
COc1ccc(N(CC(=O)N(C)Cc2ccccc2)S(=O)(=O)c2ccccc2)cc1,0.6,6.5,12.7,0.1
Cc1nc2ccccn2c1C(=O)N/N=C/c1cccc(O)c1,1.3,0.6,14.2,0.0
N#CC1(NC(=O)CN2CCc3ccccc3C2)CCCC1,0.5,-0.5,-16.7,-0.1
CCOC(=O)COc1cc(C)cc2oc(=O)cc(-c3ccccc3)c12,5.2*,6.6,15.2,0.0
COc1cc(C(=O)NCc2c(C)cc(C)nc2SC)cc(OC)c1OC,0.7,-5.8,-3.6,-0.1
O=C(CSCc1ccccc1)Nc1nnc(Cc2ccc(Cl)c(Cl)c2)s1,-0.6,-5.0,3.5,-0.1
COc1cc(/C=C2/OC(=O)c3c2cc(C)[nH]c3=O)ccc1O,-1.3,15.0,3.6,-0.1
CC(=O)OC(OC(C)=O)C12C=CC(O1)C1C(=O)N(c3cccc(Br)c3)C(=O)C12 (stereo unspecified),-0.2,5.0,1.8,-0.1
COc1ccc(C(=O)Nn2c(SCC(=O)Nc3ccc(C)c(Cl)c3)nc3ccccc3c2=O)cc1,0.6,75.3*,7.2,0.1
C/C(=N\NC(=O)C1(C)CC1(Br)Br)c1ccc(Cl)s1 (stereo unspecified),-1.5,10.5,1.4,0.3
O=C(Nc1c2c(nn1-c1ccc(F)cc1)CS(=O)C2)c1ccc(S(=O)(=O)N2CCOCC2)cc1 (stereo unspecified),-0.3,-8.8,-8.7,0.3
Cc1cccc(C(=O)NCCN2CCOCC2)c1[N+](=O)[O-],1.7,2.5,9.8,0.1
COc1ccccc1C1N=C(c2ccc3c(c2)OCO3)CC(c2cc(Br)ccc2O)N1 (stereo unspecified),-0.5,-5.4,4.6,-0.1
O=C1C2C3c4ccccc4C(c4ccccc43)C2C(=O)N1c1ccc(Oc2ccc3ccccc3c2)cc1 (stereo unspecified),1.1,0.9,8.4,-0.1
CCOC(=O)c1ccc(Nc2cnn(C34CC5CC(CC(C5)C3)C4)c(=O)c2Cl)cc1,0.4,-1.4,-23.9,-0.1
CCOC(=O)c1ccc(NC(=O)CSc2nnc(CNC(=O)c3ccc(S(=O)(=O)N(C)C)cc3)n2-c2ccc(OCC)cc2)cc1,-1.2,12.1,6.3,0.4
CCOC(=O)C1CCCN(C(=O)CCC2(Cc3ccsc3)CCC(=O)N2)C1 (stereo unspecified),-0.6,-9.0,0.6,-0.1
O=C(CNCC1CCCO1)Nc1ccccc1N1CCCCC1 (stereo unspecified),0.0,3.3,60.0*,-0.1
Cn1c(=O)[nH]c(=O)c2c1nc(Cl)n2CC(N)=O,0.2,-1.2,82.3*,0.0

# Continued:
SMILES,GPR151 ag,TEAD-YAP inh,MITF inh,FBW7 act
Cc1ccc(-n2ncc3c(=O)n(CC(=O)NCc4ccccc4)cnc32)cc1C,1.5,5.0,4.7,-0.3
CN1CCN(C(=O)c2cn(C)c(=O)c3ccccc23)CC1,-1.4,-9.4,1.1,-0.1
CC(C)n1c(Nc2ccncc2)nc2c(NCCc3ccc(O)cc3)ncnc21,0.0,6.6,15.1,0.3
CCOc1ccc(NC(=O)Cn2cc(OC)c(=O)cc2CSc2ccccc2)cc1,-1.3,-2.1,9.9,0.1
CCCCc1ccc(C2=N/C(=C\c3ccccc3F)C(=O)O2)cc1,-0.5,-1.5,-9.5,-0.1
Cn1ccnc1C1(O)CC2CCC(C1)N2C(=O)c1cccc(Cl)c1 (stereo unspecified),-0.8,11.0,14.5,0.3
COc1ccccc1-c1c(C)nn2c(Cl)cc(C)nc12,-0.5,28.7,5.6,0.1
Cc1c(Cl)cccc1NS(=O)(=O)c1ccccc1[N+](=O)[O-],-0.7,-9.6,49.6,0.0
Cc1cccn2c(=O)c3cc(C(=O)NC(C)c4ccccc4)c(=N)n(C4CCCCC4)c3nc12 (stereo unspecified),-0.6,-1.4,-3.3,-0.1
O=C(Nc1cc(C(F)(F)F)ccc1Cl)c1cc([N+](=O)[O-])ccc1Cl,-0.3,-3.5,-6.2,0.1
Cc1nc2c(C)cccn2c1C(=O)NCC(F)(F)F,-0.7,-6.0,14.4,0.3
Cc1ccc(NC(=O)CSc2ccccc2C(=O)O)c(C)c1,-1.9,15.6,4.9,0.0
Cc1ccc(C)c(S(=O)(=O)N2CCN3C(=O)[C@H](CCCCN)NC(=O)[C@H]3C2)c1,0.6,0.8,12.7,0.0
O=C(CN1CCN(Cc2ccc3c(c2)OCO3)CC1)Nc1ccc(Cl)cc1,0.9,11.2,17.9,0.2
Cc1[nH]c2ccccc2c1CCNC(=O)c1ccc(Cl)cc1,0.1,-19.7,-3.7,0.0
O=S(=O)(c1ccc(Cl)cc1)N1CCSCC1,1.1,-1.6,-15.5,0.0
CC(C)=CCOc1ccc2c(C)c(CCC(=O)O)c(=O)oc2c1,1.6,5.6,14.9,-0.2
CCC(C)NC(=O)Nc1ccc2c(c1)N(Cc1ccc(C)cc1)C(=O)CS2 (stereo unspecified),-0.8,4.5,1.8,-0.2
CCN1C(=O)CC(C(=O)Nc2cccc(Cl)c2)SC1=Nc1cccc(C(F)(F)F)c1 (stereo unspecified),0.0,2.6,-4.9,-0.1
CCOC(=O)C1=C(C)NC2=C(C(=O)c3ccccc32)C1c1ccc(C(C)C)cc1 (stereo unspecified),-0.5,9.4,2.9,0.4
O=C(Nc1cccc(C(F)(F)F)c1)c1ccc(F)c(S(=O)(=O)N2CCOCC2)c1,0.9,9.8,-2.2,0.0
Cc1ccc(C)c(C(=O)NCc2nc(-c3ccccc3)no2)c1,0.2,9.4,-7.5,0.0
CCCSc1nnc(NC(=O)Cc2ccc(OC)cc2)s1,-0.8,-7.6,2.4,0.1
O=C(Nc1ccc(-c2nc3ccccc3[nH]2)cc1)c1cc(=O)c2ccccc2o1,-0.8,-5.5,-8.9,0.1
COc1cc2c(cc1OC)n(CC(=O)NCC1CCCO1)n1c(C)cc(=O)nc21 (stereo unspecified),-0.5,13.9,13.3,0.5
Cc1cccc(Nc2nc3nonc3nc2Nc2ccccc2I)c1,1.2,86.5*,9.9,-0.1
N#Cc1c(NC(=S)NC(=O)c2ccc(F)cc2)sc2c1CCCCCC2,-0.3,3.2,8.9,0.0
CCCc1nnc(SCC(=O)NC2CC2)n1CC1CCCO1 (stereo unspecified),0.3,3.3,-0.9,0.1

# Reformatted with values under each structure: part of the list above
# Every second line gives: GPR151 ag, TEAD-YAP inh, MITF inh, FBW7 act
- Cc1cccn2c(=O)c3cc(C(=O)NC(C)c4ccccc4)c(=N)n(C4CCCCC4)c3nc12 (stereo unspecified)
 : -0.6, -1.4, -3.3, -0.1
- O=C(Nc1cc(C(F)(F)F)ccc1Cl)c1cc([N+](=O)[O-])ccc1Cl
 : -0.3, -3.5, -6.2, 0.1
- Cc1nc2c(C)cccn2c1C(=O)NCC(F)(F)F
 : -0.7, -6.0, 14.4, 0.3
- Cc1ccc(NC(=O)CSc2ccccc2C(=O)O)c(C)c1
 : -1.9, 15.6, 4.9, 0.0
- Cc1ccc(C)c(S(=O)(=O)N2CCN3C(=O)[C@H](CCCCN)NC(=O)[C@H]3C2)c1
 : 0.6, 0.8, 12.7, 0.0
- O=C(CN1CCN(Cc2ccc3c(c2)OCO3)CC1)Nc1ccc(Cl)cc1
 : 0.9, 11.2, 17.9, 0.2
- Cc1[nH]c2ccccc2c1CCNC(=O)c1ccc(Cl)cc1
 : 0.1, -19.7, -3.7, 0.0

# Only GPR151 ag, TEAD-YAP inh and MITF inh (five entries from above):
compound,GPR151 ag,TEAD-YAP inh,MITF inh
O=C(Nc1ccc(-c2nc3ccccc3[nH]2)cc1)c1cc(=O)c2ccccc2o1,-0.8,-5.5,-8.9
COc1cc2c(cc1OC)n(CC(=O)NCC1CCCO1)n1c(C)cc(=O)nc21 (stereo unspecified),-0.5,13.9,13.3
Cc1cccc(Nc2nc3nonc3nc2Nc2ccccc2I)c1,1.2,86.5*,9.9
N#Cc1c(NC(=S)NC(=O)c2ccc(F)cc2)sc2c1CCCCCC2,-0.3,3.2,8.9
CCCc1nnc(SCC(=O)NC2CC2)n1CC1CCCO1 (stereo unspecified),0.3,3.3,-0.9

# Screening results deposited in PubChem by The Scripps Research Institute Molecular Screening Center.
